FadD28 FP inh = blocks FadD28 binding to the bisubstrate probe. fluorescence polarization. AID 588549. inhibition, % at 12.5 µM. 360,000 tested, 0.22% active; in the data active = inhibition above about 8.5%, passing the limit was not always enough
Y pestis TopoI = blocks Yersinia pestis topoisomerase I activity; Y. pestis Topo-I cleavage product accumulation, plate reader; activity, % at 10 µM; 360,000 tested, 0.064% active; AID 504884; in the data active = activity above about 50%, passing the limit was not always enough; also: inactives centre near 2
UGM FP inh = Mtb UDP-galactopyranose mutase inhibition; 320,000 tested, 0.06% active; inhibition, % at 10 µM; P9WIQ1; AID 504406; purified UGM, fluorescence polarization probe displacement; in the data active = inhibition above about 10%, passing the limit was not always enough
FBA Mtb inh = Mtb fructose-bisphosphate aldolase inhibition; inhibition, % at 1 µM; 360,000 tested, 2.3% active; purified M. tuberculosis FBA, fluorescence read-out; in the data active = inhibition above about 27%;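 also: 0% = vehicle and 100% = reference inhibitor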
GDH-TPI inh = counter-screen for M. tuberculosis FBA inhibitors: GDH-TPI coupled enzymes; GDH-TPI coupled enzyme counterscreen, NADH absorbance; inhibition, % at 4.8 µM; 360,000 tested, 1.2% active; AID 588335; in the data active = inhibition above about 30%;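 also: 0% = DMSO wells and 100% = wells lacking the enzyme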
Mtb BioA inh = BioA (M. tuberculosis) enzyme inhibition. purified M. tuberculosis BioA enzyme, plate reader. inhibition, % at 9.99 µM. 360,000 tested, 0.096% active. AID 602481; in the data active = inhibition above about 40%
TcdB GH inh = inhibitors of Clostridioides difficile toxin B glycohydrolase | TcdB glycohydrolase enzymatic assay, plate reader | P18177 | inhibition, % at 9.99 µM | 350,000 tested, 0.24% active; in the data active = inhibition above about 10%
BH1578 lux ind = induces V. cholerae light production without autoinducers; 350,000 tested, 0.16% active; activation, % at 18.7 µM; V. cholerae BH1578 lux reporter, luminescence, 6 h; in the data active = activation mostly above about 9.7%, no sharp cut-off; also: not every result past the cut was called active; inactives centre near 0; reference of the scale not given here
PfHsp40 rescue = rescue of PfHsp40-mediated yeast toxicity; S. cerevisiae expressing PfHsp40, growth rescue, ATP luminescence; growth rescue, % at 12.5 µM; 340,000 tested, 0.68% active; AID 504582; in the data active = growth rescue above about 28%, passing the limit was not always enough;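 also: yeast W303a lacking pdr1 and pdr3 grown in galactose medium; growth measured after three days at 30 °C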
The depositor's hits bear a star; i = inactive; . = not tested or not shown.

mol	FadD28 FP inh	Y pestis TopoI	UGM FP inh	FBA Mtb inh	GDH-TPI inh	Mtb BioA inh	TcdB GH inh	BH1578 lux ind	PfHsp40 rescue
CCCSc1nnc(CSc2nc3ccccc3s2)n1-c1ccccc1	-0.1	6.6	-0.5	-0.1	10.7	-0.8	.	i	7.5
CC1=C(C(=O)N2CCCCCC2)CC(CC(=O)NCCN2CCOCC2)C(=O)N1Cc1ccccc1 (centres undefined)	-1.4	.	.	3.6	.	-1.1	0.4	.	.
CC1CCCCC1=NNC(=O)c1ccccc1 (centres undefined)	-2.6	3.3	.	-0.7	-13.4	-1.3	-1.9	-5.3	.
O=[N+]([O-])c1cc(F)c(N2CCCCCC2)cc1N1CCNCC1	-1.0	-6.4	-0.1	-11.3	6.2	.	-0.3	-0.6	0.0
CCCn1c(=O)c2sccc2n2c(CCCC(=O)NC3CCN(Cc4ccccc4)CC3)nnc12	-0.6	0.9	-0.4	5.2	1.3	-0.8	0.7	-7.1	-0.9
Cc1ccc(S(=O)(=O)/N=C(/c2ccccc2)N(C)C)c(C)c1	-1.9	-1.3	0.0	1.5	0.0	0.6	0.1	i	1.0
COc1cccc(N2CCN(CC(=O)Nc3ccccc3C(=O)NCc3ccccc3)CC2)c1	-4.2	11.7	.	-4.1	-6.9	-0.6	0.0	i	0.0
C=CCOc1ccc(CN(C)CC(O)COc2cccc3ccccc23)cc1 (centres undefined)	-4.4	6.3	-1.0	4.2	-0.4	-1.0	0.3	-3.1	-0.7
N#Cc1ccc(C(=O)N2CCCCC2c2cc(C(=O)NCc3ccccc3)no2)cc1 (centres undefined)	-7.3	14.1	.	-0.3	-10.6	0.2	2.9	i	.
COc1ccc(C(=O)NCC(=O)OCC(=O)c2ccc3c(c2)NC(=O)CO3)cc1OC	0.2	8.5	-0.5	-0.9	6.9	.	0.9	-0.2	0.0
Cc1cccc(NC(=O)c2ccc(Cl)c(NC(=O)c3ccncc3)c2)c1C	-2.7	-4.4	-1.3	-1.0	-3.2	.	4.2	-0.3	1.0
CCn1c(C)c(C(C)=O)cc(C#N)c1=O	-2.0	3.5	-1.5	4.2	-0.9	.	0.4	i	1.3
CN1CCN(C(=O)CSc2nc(-c3cccs3)cc(-c3cccs3)c2C#N)CC1	-6.1	7.7	-0.5	10.9	21.7	-1.8	.	i	0.4
Cc1nn(C(C)C(=O)NCCCN(Cc2ccccc2)C(C)C)c(=O)c2c1sc1ccccc12 (centres undefined)	-5.6	7.9	2.6	-2.0	-11.8	-0.1	0.3	-0.2	-0.9
C[C@@]12CCC3[C@@](CCC4[C@@]3(C)CCC[C@@]4(C)C(=O)N3CCCCC3)(CC1=O)C2 (some centres undefined)	-0.5	5.4	2.7	1.5	6.2	-0.8	0.2	-8.1	-1.0
NCCCC[C@@H]1NC(=O)[C@H](CCC(=O)O)NC(=O)c2cc([N+](=O)[O-])cc(I)c2OCC[C@@H](C(N)=O)NC1=O	-1.0	1.0	2.2	3.9	10.6	0.3	.	-11.1	-0.3
CCN1CCN(c2cc(C)c3cc(NC(=O)CCC(=O)N4CCN(c5ccccc5OC)CC4)ccc3n2)CC1	-2.3	10.7	-1.5	23.7	10.1	0.2	1.1	-0.3	1.0
Cc1c(CNCC(C)c2ccccc2)c(C(=O)O)c(C)n1Cc1ccccc1 (centres undefined)	-1.4	7.1	0.9	-0.5	-4.8	.	0.0	-0.3	-0.8
CCOCCCNC(=O)C(c1ccccc1)N(Cc1ccc2c(c1)OCO2)C(=O)c1ccccc1O (centres undefined)	-1.0	31.4	1.5	3.4	1.6	.	-0.1	-0.5	-0.1
CCN(C(=O)COC(=O)c1ccccc1Nc1ccccc1)c1c(N)n(Cc2ccccc2)c(=O)[nH]c1=O	-4.6	33.6	.	-0.5	8.3	-0.8	-0.1	i	1.0
Cc1ccccc1OCC(=O)N(Cc1nc(-c2ccccc2)no1)C(C)C	-4.8	6.7	-0.3	-4.8	-8.3	-1.7	.	i	0.1
CCn1c(-c2cccnc2)n[nH]c1=S	-3.0	-2.6	-1.7	-0.1	0.0	-0.4	4.3	-0.3	2.1
CCOC(=O)/C(C#N)=C\N(C)C	-0.4	5.5	-0.8	0.1	5.7	.	.	-0.4	0.8
CCN(C(=O)c1ccccc1Cl)c1ccccc1	0.5	1.9	6.9	0.7	15.2	-1.0	.	-1.4	0.5
CSc1sc(C(=O)O)c2c1C(=O)CCC2	-1.2	-1.1	3.5	8.0	2.2	-0.2	.	0.5	0.5
O=C(COC(=O)c1ccc(Br)o1)Nc1cccc(S(=O)(=O)N2CCOCC2)c1	-3.7	7.0	-1.6	-1.6	0.8	7.5	2.1	i	2.0
O=C(CCC1CCCCC1)NCCN1CCOCC1	-1.6	-2.2	5.3	-0.3	17.1	-2.0	-0.5	0.4	-1.7
COC(=O)c1sccc1NC(=O)Nc1ccc(OC)c(OC)c1	-0.5	-9.1	-1.7	2.0	5.6	1.3	2.3	-0.4	-2.0
COc1cc(NC(=O)CCC2CCCC2)cc(-n2cnnn2)c1	-2.7	-4.1	-2.2	3.5	-0.7	.	.	-0.3	0.3
O=C1C=C(O)c2cccc3cccc1c23	-1.9	5.0	0.6	-2.0	31.3*	-2.6	1.7	1.0	-0.6
CSc1nc(/C=C2\C=Nc3ccccc32)c(O)n1C	0.7	-0.8	-0.7	-7.9	1.5	.	.	-0.4	0.4
Cc1nc(-c2ccccc2)sc1C(=O)O	-1.8	0.7	0.2	3.9	-2.4	.	0.1	i	-1.2
COc1ccc(NC(=O)CN2CCN(c3c(C)cc(C)cc3C)CC2)cc1	0.1	48.4	-0.1	2.2	0.8	-2.1	0.4	-2.4	-0.4
CCN(CCCNC(=O)CNC(=O)c1nn(-c2ccc(OC)c(OC)c2)c(=O)c2ccccc12)c1ccccc1	-0.5	13.1	1.7	27.1*	3.0	.	-0.6	-0.3	-0.8
O=C(NNC1=NS(=O)(=O)c2ccccc21)c1ccc([N+](=O)[O-])cc1	0.9	9.3	0.6	-0.4	20.1	-0.2	-0.2	-0.5	0.3
COCCNc1nnc(SCC(=O)NC(=O)c2ccccc2OC)s1	0.2	13.1	1.4	-1.6	1.4	3.1	2.9	-0.4	1.5
CCCOc1ccc(NC(N)=O)cc1OCCC	-2.8	-0.7	-0.4	1.0	4.5	0.6	.	-0.3	-0.3
COc1cccc(OC)c1C(=O)Nc1ccc(S(=O)(=O)Nc2ncccn2)cc1	-0.5	-2.9	0.0	5.2	22.9	-1.1	1.4	i	-1.3
COC(=O)c1c(NC(=O)CN2CCC3(O)CCCCC3C2c2ccc(OC)cc2OC)sc(C)c1C (centres undefined)	-0.4	9.1	-0.6	-2.8	2.3	.	-0.1	3.4	0.8
CCOC(=O)c1c(-c2cc(OC)c(OC)c(OC)c2)csc1NC(=O)c1ccccc1	-0.2	35.1	.	5.9	7.1	0.1	0.5	-1.1	.

Full records, quoted from the list. Screens in order: FadD28 FP inh | Y pestis TopoI | UGM FP inh | FBA Mtb inh | GDH-TPI inh | Mtb BioA inh | TcdB GH inh | BH1578 lux ind | PfHsp40 rescue
`Cc1nc(-c2ccccc2)sc1C(=O)O` across the screens: -1.8 | 0.7 | 0.2 | 3.9 | -2.4 | . | 0.1 | i | -1.2
`COc1cccc(N2CCN(CC(=O)Nc3ccccc3C(=O)NCc3ccccc3)CC2)c1` across the screens: -4.2 | 11.7 | . | -4.1 | -6.9 | -0.6 | 0.0 | i | 0.0

(next part)
mol	FadD28 FP inh	Y pestis TopoI	UGM FP inh	FBA Mtb inh	GDH-TPI inh	Mtb BioA inh	TcdB GH inh	BH1578 lux ind	PfHsp40 rescue
COc1ccc(/C=C/C(=O)c2ccc(C)c([N+](=O)[O-])c2)cc1O	-1.0	-5.5	2.3	-0.2	18.0	1.8	0.8	-0.3	-0.2
CSc1ccc(C(=O)C2CCCN(C(=O)c3cccc(N4CCOCC4)c3)C2)cc1 (centres undefined)	-0.8	29.2	0.4	-0.7	6.3	2.8	4.3	i	0.9
O=C(Oc1cc2oc(=O)c3c(c2cc1Cl)CCCC3)c1cccs1	1.3	-6.9	1.5	172.9*	10.5	.	1.5	0.4	0.5
CC1=C(C)CC(C(=O)Nc2cccc(Cl)c2)C(C(=O)O)C1 (centres undefined)	0.6	-7.8	1.7	5.8	-0.3	-13.8	.	-0.3	-0.3
Cc1[nH]c2ccccc2c1SCc1nnc(SCc2ccccc2)n1C	-1.9	8.3	-2.4	-1.8	-6.6	2.4	-0.4	i	-0.5
CO/N=C/c1ccc(Oc2ccc([N+](=O)[O-])cc2[N+](=O)[O-])c(OC)c1	-3.9	5.7	1.2	0.6	7.4	.	.	-0.3	6.3
CCOC(=O)C1CCCN(Cc2cn[nH]c2-c2ccc(F)cc2F)C1 (centres undefined)	-4.3	-1.1	-0.7	-4.6	-1.2	.	-0.7	-0.2	-0.9
O=C(c1ccc(F)cc1F)N(Cc1ccccn1)Cc1ccco1	-0.7	-4.2	2.6	-0.2	-2.7	-4.2	.	i	0.1
O=C(c1ccco1)N1CCN(C2CN(Cc3ccc(F)cc3)S(=O)(=O)C2)CC1 (centres undefined)	1.4	.	.	0.8	.	2.3	0.2	.	.
Cn1c(=O)c2nc3ccccc3nc2n(C)c1=O	0.1	-8.3	-0.4	11.3	-3.8	1.1	-0.7	4.0	-0.9
O=C(NCCCNC(=O)c1cccnc1)c1ccc(Cl)cc1	-2.2	4.6	-0.8	0.1	-6.7	.	2.1	-0.2	-0.5
Cc1ccc(Cl)cc1NC(=O)C1CCCN(S(C)(=O)=O)C1 (centres undefined)	-3.1	-18.4	-2.3	-1.8	-12.8	-0.5	0.6	2.4	0.0
Cc1cc(C)nc(NC(=O)CSc2nn(C)c(=S)s2)n1	-2.2	-0.9	0.9	-1.4	-3.0	0.7	.	i	0.9
COc1ccc(N2CCN(C(=O)CCCC(=O)c3ccccc3)CC2)cc1	-1.1	18.3	2.4	1.8	-10.9	4.3	2.1	-0.2	2.9
COCCNC(=O)C1(C)CCN(Cc2csc(-c3ccc(Cl)cc3)n2)C1 (centres undefined)	-2.0	6.2	.	-1.4	4.9	2.4	-2.8	-0.7	.
COc1ccc(N2CCCC2=O)cc1S(=O)(=O)N1CCOCC1	-3.1	-4.9	.	-0.7	-8.8	0.6	1.1	-0.3	.
COc1ccc(/C=N/n2c(C)nc3ccccc3c2=O)cc1	-3.7	-1.7	0.5	-6.5	9.6	-0.4	1.6	-0.2	-0.4
O=C(CSc1nnc(CNc2ccc(F)cc2)n1-c1ccccc1)N1CCOCC1	1.8	-5.1	-3.0	3.3	-2.8	2.6	.	i	-0.7
CCOC(=O)c1cccc(NC2c3ccccc3C(=O)N2Cc2ccco2)c1 (centres undefined)	-3.2	3.9	-4.7	5.4	11.5	0.7	0.6	-0.4	-0.5
Cc1ccc(SCCC(=O)NCC2CCCO2)cc1 (centres undefined)	-1.7	-12.9	2.8	0.1	8.9	-3.8	.	i	1.1
c1ccc(-n2nnc3cnccc32)cc1	-3.6	-1.5	0.4	4.5	1.9	1.4	.	i	-1.2

Screening results (PubChem BioAssay)
